NALP3 yeast inh: NALP3 inhibition in yeast; Yeast reconstituted NLRP3/ASC/caspase-1, beta-gal luminescence, 24 h; inhibition, % at 10 µM; actives 0.39% (n = 330,000);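 active = inhibition of 50% or more; inactive = inhibition below 50%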;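 note: plate controls were induced DMSO wells for no effect and uninduced yeast grown without galactose for full effect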
PfGluPho inh: PfG6PD (Plasmodium falciparum) enzyme inhibition | inhibition, % at 20 µM | actives 0.78% (n = 350,000) | PfGluPho enzyme, NADPH resazurin-diaphorase fluorescence;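 active = inhibition reaching at least a set limit at 20 µM in the primary screen, cut at about 59% in these data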;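 note: 0% = DMSO wells with substrate and 100% = DMSO wells lacking glucose-6-phosphate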
SENP1 inh: SENP1 (human) catalytic domain inhibition. Q9P0U3. recombinant SENP1 catalytic domain, CyPet-SUMO1-YPet FRET cleavage. inhibition, % at 10 µM. actives 0.21% (n = 360,000);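 active = inhibition at least 30% at 10 µM, raw YFP signal under a set limit, fluorescence ratio 0.5 to 1.5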;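 note: 0% = enzyme with DMSO and 100% = no enzyme wells; some results filed as inactive read as strong as hits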
Target sequence (Q9P0U3 419-644 limits assumed): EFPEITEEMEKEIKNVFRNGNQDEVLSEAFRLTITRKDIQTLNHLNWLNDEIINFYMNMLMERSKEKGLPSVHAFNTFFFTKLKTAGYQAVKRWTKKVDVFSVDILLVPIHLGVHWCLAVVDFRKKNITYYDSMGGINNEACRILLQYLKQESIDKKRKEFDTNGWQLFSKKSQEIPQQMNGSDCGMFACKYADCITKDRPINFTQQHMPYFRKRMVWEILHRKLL
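Material – human SENP1 catalytic domain · Input – SENP1 enzyme, 20 pM final · Compound dosing – single concentration of 10 µM compound, 0.5% DMSO final · Timing – enzyme reaction for 50 min at room temperature, dark · Measured by – FRET fluorescence in CFP and YFP emission channels · Control set – no-enzyme wells low, DMSO-plus-enzyme wells high control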
SENP7 block: blocks the human protease SENP7 | actives 1.5% (n = 330,000) | Q9BQF6 | recombinant SENP7, Z-RLRGG-aminoluciferin luminescence, 40 min | inhibition, % at 5 µM;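 active = inhibition above about 50% at the single test dose, limit read from the data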;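 note: plate controls were DMSO with enzyme for no effect and no enzyme buffer wells for full effect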
Target sequence (Q9BQF6 706-1050 limits assumed): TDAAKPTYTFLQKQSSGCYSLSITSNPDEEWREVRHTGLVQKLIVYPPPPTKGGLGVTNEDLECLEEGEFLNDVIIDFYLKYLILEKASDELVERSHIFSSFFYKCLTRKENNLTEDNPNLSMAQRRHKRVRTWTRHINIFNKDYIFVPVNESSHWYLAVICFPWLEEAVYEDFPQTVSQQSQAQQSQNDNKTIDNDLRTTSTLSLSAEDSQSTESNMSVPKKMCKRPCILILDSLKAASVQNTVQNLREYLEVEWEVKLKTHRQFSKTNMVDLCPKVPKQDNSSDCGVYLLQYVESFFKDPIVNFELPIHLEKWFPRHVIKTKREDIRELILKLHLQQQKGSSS
SENP6 inh: SENP6 protease inhibition. Recombinant SENP6 catalytic domain, aminoluciferin luminescence. Q9GZR1. inhibition, % at 10 µM. actives 1.8% (n = 330,000);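 active = inhibition above about 50% at the single tested dose, limit read from the data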;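 note: plate controls were DMSO wells with enzyme for no effect and DMSO wells lacking enzyme for full effect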
Target sequence (Q9GZR1 628-1112 limits assumed): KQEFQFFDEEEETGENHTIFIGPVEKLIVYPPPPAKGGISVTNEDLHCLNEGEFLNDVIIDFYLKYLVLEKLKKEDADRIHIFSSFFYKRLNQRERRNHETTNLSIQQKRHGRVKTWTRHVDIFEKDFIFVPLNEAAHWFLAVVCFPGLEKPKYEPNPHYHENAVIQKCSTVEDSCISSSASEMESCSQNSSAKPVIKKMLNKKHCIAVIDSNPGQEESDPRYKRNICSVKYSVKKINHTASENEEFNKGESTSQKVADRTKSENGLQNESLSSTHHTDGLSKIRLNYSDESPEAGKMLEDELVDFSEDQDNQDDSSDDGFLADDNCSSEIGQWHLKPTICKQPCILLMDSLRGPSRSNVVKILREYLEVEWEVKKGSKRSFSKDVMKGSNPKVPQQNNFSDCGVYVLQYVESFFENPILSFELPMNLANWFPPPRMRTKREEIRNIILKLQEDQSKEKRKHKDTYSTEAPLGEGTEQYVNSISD
SENP8 block-1: inhibitors of human SENP8 protease | AID 2540 | inhibition, % at 10 µM | purified SENP8, Z-RLRGG-aminoluciferin cleavage, luminescence | Q96LD8 | actives 1.2% (n = 330,000); in the data active = inhibition above about 50%
Apaf-1 inh: inhibitors of human Apaf-1 apoptosome | O14727 | reconstituted apoptosome caspase-3 activity, DEVD-Rh110 fluorescence | inhibition, % at 20 µM | actives 0.71% (n = 330,000); active = inhibition of at least 40% at 20 µM;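 note: plate controls were DMSO wells for no effect and DEVD-CHO caspase inhibitor wells for full effect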
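Assay system – apoptosome proteins · Medium – Hepes buffer, pH 7.5 · Also added – cytochrome c with DEVD-Rh110 · Timing – 30 min compound preincubation, 50 min activation, room temperature · Detection – Rh110 fluorescence, excitation 480 nm, emission 540 nm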
HKDC1 inh: inhibitors of human hexokinase HKDC1; Q2TB90; recombinant HKDC1, G6PDH/diaphorase resazurin coupled fluorescence; inhibition, % at 20 µM; actives 0.16% (n = 340,000); AID 493160;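 active = inhibition above about 35% when tested at 20 µM, limit read from the data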;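 note: plate controls were DMSO wells with enzyme for no effect and DMSO wells lacking enzyme for full effect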
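System: Recombinant HKDC1 hexokinase | Amount: HKDC1 at 5 µg/mL | Reagent: Glucose with 1 mM ATP | Doses: Single 20 µM dose | Incubation: Reaction time 90 min, room temperature, protected from light | Signal: Coupled resazurin fluorescence, excitation 525 nm, emission 613 nm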
SENP8 block-2: SENP8 (human) protease inhibition; actives 0.64% (n = 360,000); inhibition, % at 20 µM; recombinant SENP8, Nedd8 substrate fluorescence; AID 602440; Q96LD8; in the data active = inhibition mostly above about 40%, no sharp cut-off; inactive = mostly below about 27%
* hit, by the source's call; . = no result given. Not a hit list, and some 4.1% of all compounds hit somewhere here.

SMILES | NALP3 yeast inh | PfGluPho inh | SENP1 inh | SENP7 block | SENP6 inh | SENP8 block-1 | Apaf-1 inh | HKDC1 inh | SENP8 block-2
COc1ccc(OC)c(/C=N/n2c(C)nc3ccccc3c2=O)c1 | -1.0 | 10.9 | 0.4 | 0.5 | 10.7 | 5.9 | -12.8 | -1.5 | -71.0
Nc1cccc(Oc2cnccn2)c1 | -11.9 | -5.9 | 4.3 | 6.9 | 9.9 | 2.6 | 4.1 | -0.3 | 17.8
O=C(Nc1ccccc1)Nc1ccccn1 | 39.7 | -4.4 | 1.7 | 21.6 | 21.1 | 0.9 | -14.6 | -15.3 | 15.1
O=C(NCCNS(=O)(=O)c1ccccc1Cl)c1cc(OCC(F)(F)F)ccc1OCC(F)(F)F | 6.3 | 6.4 | 0.0 | 4.0 | -2.6 | 5.8 | 7.3 | 0.3 | 15.6
COc1ccc2cc(C(c3nnnn3C3CCCCC3)N3CCCCCC3)c3nnnn3c2c1 (stereo not drawn) | 19.7 | -21.1 | 0.5 | 1.1 | -3.2 | -3.5 | 6.3 | -4.6 | 7.7
O=C(Nc1nnc(-c2ccncc2)o1)c1ccc2ccccc2c1 | 28.5 | -15.0 | -1.7 | 0.4 | 12.1 | 1.3 | 2.9 | -0.2 | -41.8
Cc1cccnc1CCNC(=O)CCc1nnc(CCc2ccccc2)o1 | -10.4 | -0.9 | -0.8 | 19.4 | 2.6 | 7.6 | -26.6 | -0.8 | 6.7
COc1ccccc1NC(=O)CSc1nnc(-c2ccccn2)o1 | 8.6 | -1.5 | -0.6 | -6.3 | 9.9 | -1.3 | -2.0 | -2.0 | 14.1
O=c1[nH]c(=S)[nH]c2sccc12 | -3.2 | 15.9 | -4.0 | -8.0 | 1.0 | 5.0 | -10.9 | -4.8 | -0.8
O=C(C1CCN(S(=O)(=O)c2ccc(-n3cnnn3)cc2)CC1)N1CCN(c2ccccc2)CC1 | 21.6 | -13.1 | 1.6 | -2.1 | -11.5 | 5.6 | 2.2 | 5.1 | 15.6
O=c1c2ccsc2ncn1Cc1cccc(C(F)(F)F)c1 | 23.4 | 3.2 | 2.1 | 7.3 | -6.2 | 2.0 | 11.9 | 5.3 | 12.3
NC1=NC(=O)C(c2ccccc2)C(=O)N1 (stereo not drawn) | . | -8.4 | 2.9 | . | . | . | . | -3.3 | 5.9
COc1ccc(N2CCN(C(=O)C3CCC(Cn4c(=S)[nH]c5ccccc5c4=O)CC3)CC2)cc1 (stereo not drawn) | -2.0 | -6.0 | 0.5 | 1.1 | -4.0 | -4.2 | 10.3 | 4.5 | 14.6
COc1ccccc1CNC(=O)[C@H](Cc1c[nH]c2ccccc12)NC(=O)[C@@H]1Cc2ccccc2CN1 | -2.8 | 8.9 | -8.3 | 1.4 | 4.5 | 1.7 | 19.8 | -4.8 | 19.9
COc1cc(C(=O)OCC(=O)Nc2ccc(C)cc2)cc(OC)c1OC | 20.9 | -5.4 | 4.0 | 4.1 | 5.3 | 4.6 | 2.5 | -1.8 | 26.2
CCOC(=O)Cn1cnc2c(nnn2-c2ccccc2)c1=O | 9.6 | 1.1 | -1.8 | -0.8 | -1.7 | 0.5 | -5.5 | -3.7 | 8.3
Cc1cc(OC(=O)c2c(F)cc(F)cc2F)nc(C)n1 | 0.6 | 4.3 | 3.6 | 2.2 | -3.5 | 1.5 | -8.6 | -2.5 | -361.7
COc1ccc(CCNC(=O)C2COc3ccccc3O2)cc1OC (stereo not drawn) | . | -2.1 | -0.2 | . | . | . | . | -2.2 | 12.8
O=C(NNC(=O)c1ccc([N+](=O)[O-])cc1Cl)c1ccncc1 | 11.2 | -0.2 | 0.6 | 6.9 | -3.8 | -4.9 | -14.4 | -11.7 | 21.0
OC(CN1CCN(Cc2ccc3c(c2)OCO3)CC1)c1c[nH]c2ccccc12 (stereo not drawn) | 10.5 | -5.4 | 2.6 | 2.3 | -0.5 | 4.8 | -2.0 | -6.4 | 37.8
O=C(COC(=O)c1cccnc1Cl)Nc1cc(S(=O)(=O)N2CCCCC2)ccc1Cl | 13.2 | 11.0 | 1.6 | -6.5 | 4.0 | -6.2 | -2.7 | -2.1 | 18.8
Nc1ccc2nc(SCc3cccc(F)c3)sc2c1 | 47.5 | 9.4 | -4.9 | -3.8 | 21.3 | 15.6 | 9.3 | 2.5 | 4.0
Cc1ccc(N2CCN(C(=S)c3ccc(-c4cccc([N+](=O)[O-])c4)o3)CC2)cc1 | 19.1 | 30.1 | -4.9 | -2.1 | -18.0 | -7.4 | 22.4 | -11.0 | 14.4
CCn1c(SCCC(=O)Nc2ccccc2)nnc1-c1ccc(OC)cc1 | 23.5 | 12.9 | 2.8 | -14.8 | -10.7 | -15.1 | 10.5 | -3.5 | 24.7
CCOc1ccc(NC(=O)C(c2ccccn2)N(C(=O)CCl)c2ccc(F)cc2)cc1 (stereo not drawn) | . | 2.2 | -1.8 | . | . | . | . | -2.6 | 11.2
Cc1ccc(C)c(N2CCN(CC3CCCCC3)CC2)c1 | 17.8 | 11.1 | 0.1 | -14.9 | -46.0 | -8.9 | 2.8 | -3.6 | 2.1
Cc1cccc(C(=O)OCC(=O)c2c(N)n(CC(C)C)c(=O)n(C)c2=O)c1[N+](=O)[O-] | 16.6 | 8.5 | -1.4 | -3.9 | 0.5 | -4.1 | 8.0 | -1.2 | 6.6
COc1ccc2c(c1OC)C(=O)N(c1ccc(C)cc1)C2=O | 11.9 | -12.9 | -0.9 | 5.0 | 15.3 | 8.0 | 4.1 | -0.9 | 9.2
CC[n+]1ccc(C)c2cc(SC(F)(F)F)ccc21 | 13.2 | -11.5 | -4.6 | 6.1 | -2.0 | -1.5 | -11.7 | 1.7 | -26.5
O=C(Cc1coc2cc(O)ccc12)N1CCN(S(=O)(=O)c2ccc(Br)cc2)CC1 | . | 1.2 | -21.4 | . | . | . | . | -0.9 | -26.4
Cc1c(C(=O)Nc2nccs2)oc2ccc(Br)cc12 | 1.9 | 1.2 | -7.1 | 42.1 | 13.5 | 1.7 | -1.1 | 2.6 | -178.6
CC(=O)Nc1ccc(NC(=O)C(c2ccccc2)c2ccccc2)cc1 | 14.6 | 20.0 | 0.0 | 0.0 | 6.5 | -6.5 | -9.7 | -0.7 | 1.3
CC(C)(C)N1C(=O)[C@H]2[C@@H](c3ccc(Br)cc3)N3C(=O)N(c4cccc(Br)c4)C(=O)[C@@]3(Cc3ccccc3)[C@H]2C1=O | 2.7 | 3.8 | 2.4 | 1.6 | -0.4 | 7.4 | 12.6 | 4.4 | 8.5
OCCC1CN(Cc2cccc(OC3CCCC3)c2)CCN1Cc1ccsc1 (stereo not drawn) | 21.8 | -17.0 | 0.6 | -2.1 | -2.3 | 0.5 | -2.8 | -11.1 | 2.5
Cc1ccc(N(CN2CCCC2=O)C(=O)c2ccc(OC(C)C)cc2)cc1 | 6.4 | 5.6 | -1.1 | -6.1 | -7.2 | -9.7 | 2.9 | -2.8 | 8.7
Cc1sc(NC(=O)c2ccco2)c(C(Nc2ccccn2)c2ccccc2)c1C (stereo not drawn) | 16.5 | 5.7 | -9.6 | -8.6 | 4.0 | -6.6 | 11.5 | 16.5 | -14.3
Cc1ccc(S(=O)(=O)N2CCN(C(=O)N(C)C)CC2)cc1C | -2.8 | -15.6 | 1.1 | 6.1 | 6.0 | 1.7 | -1.8 | -1.0 | 17.2
O=C(O)c1ccc(CNCc2cccc(OCc3ccc(F)cc3)c2)cc1 | 6.5 | -20.2 | 0.5 | -1.7 | -4.0 | -3.4 | -3.7 | -3.2 | 8.9
O=C(O)c1ccc2c(c1)C(=O)N(c1ccc(C(=O)OCC(=O)c3ccccc3)cc1)C2=O | 19.8 | -25.1 | 3.6 | -7.3 | -26.5 | -4.3 | 9.6 | 0.3 | 18.0
Cc1cc(=O)[nH]c(SCC(=O)Nc2ccccc2[N+](=O)[O-])n1 | -1.9 | 2.0 | 1.7 | -2.9 | -13.1 | -10.4 | -10.2 | -3.3 | 21.3
COc1ccc(NC(=S)N(CCN(C)C)Cc2cccs2)cc1 | 4.8 | -2.4 | 4.0 | -2.8 | -9.0 | -6.1 | -15.2 | 1.8 | 9.9
CC(=O)c1ccc(S(=O)(=O)NC2CC(=O)N(c3cccc(F)c3)C2)cc1 (stereo not drawn) | -3.1 | 0.2 | 2.1 | -0.2 | 5.0 | 5.1 | -0.3 | 1.8 | 13.5
CCCC(=O)Nc1ccc(Cl)c(NC(=O)c2ccc([N+](=O)[O-])cc2Cl)c1 | 23.6 | -11.3 | -1.6 | 1.9 | 1.4 | 0.2 | -1.3 | 0.4 | 15.5
COc1cccc2sc(Nc3nc(-c4ccncc4)cs3)nc12 | 10.9 | -2.1 | 3.8 | 7.4 | -23.9 | -8.7 | -14.1 | -9.3 | -101.7
COc1ccc(C(=O)Nc2cc(OC)cc3cccnc23)cc1 | 26.0 | 22.4 | -0.3 | -8.3 | -19.6 | -16.8 | 19.4 | 4.6 | -54.6
COc1ccc(NS(=O)(=O)c2ccc3c(c2)NC(=O)CC(=O)N3)cc1OC | 9.0 | 6.7 | 4.0 | 1.8 | 2.8 | -6.8 | -10.0 | -4.2 | 7.9
Cc1ccc(SCC(=O)n2nc(C)cc2C)cc1 | 10.5 | 14.7 | 1.4 | -5.1 | -4.0 | -4.5 | -3.6 | -11.8 | 18.2
Cc1cccc(N2CCN(Cc3cc(=O)n4ccsc4n3)CC2)c1C | -45.8 | 16.4 | -7.1 | 3.1 | 16.6 | 0.0 | 4.2 | -0.5 | 0.3

4 compounds from above, limited to SENP8 block-2 and SENP8 block-1.
canonical_smiles	SENP8 block-2	SENP8 block-1
Cc1ccc(S(=O)(=O)N2CCN(C(=O)N(C)C)CC2)cc1C	17.2	1.7
O=C(O)c1ccc(CNCc2cccc(OCc3ccc(F)cc3)c2)cc1	8.9	-3.4
O=C(O)c1ccc2c(c1)C(=O)N(c1ccc(C(=O)OCC(=O)c3ccccc3)cc1)C2=O	18.0	-4.3
Cc1cc(=O)[nH]c(SCC(=O)Nc2ccccc2[N+](=O)[O-])n1	21.3	-10.4

New compounds follow
SMILES | NALP3 yeast inh | PfGluPho inh | SENP1 inh | SENP7 block | SENP6 inh | SENP8 block-1 | Apaf-1 inh | HKDC1 inh | SENP8 block-2
O=C(Oc1ccc([N+](=O)[O-])cc1)c1ccc(Cl)c(S(=O)(=O)N2CCCCC2)c1 | -17.6 | . | . | -17.0 | -12.7 | -9.9 | 9.4 | . | .
CCOc1ccccc1CNc1nc2nc3c(c(=O)n2[nH]1)CCC3 | -0.9 | 8.9 | -1.1 | 1.6 | -0.8 | -5.8 | -2.6 | 3.4 | 1.3
N#Cc1ccc(CSc2nnc(Nc3ccccc3)s2)cc1 | 6.0 | 20.8 | -1.4 | -6.1 | -1.0 | -9.9 | 15.1 | 2.2 | 26.5
O=C(Nc1ccccc1)c1nc[nH]c1C(=O)NCc1ccccc1 | 11.7 | 14.4 | 2.1 | -0.6 | -5.8 | 1.9 | 0.7 | -0.6 | 2.5
COc1cc(Cc2ccc(N)c(OC)c2)ccc1N | 9.9 | 14.2 | 2.6 | 2.6 | -17.2 | -3.6 | -3.4 | 1.2 | 35.5
